# Compound activity as filed in PubChem.
# IL2 activator: qHTS of IL-2 Activators; IL-2 activation reporter assay, cell-based qHTS; stimulated with anti-CD3/CD4/CD28 beads; in transgenic mouse T cells; activation, % (series mostly up to about 46 µM); 0.065% of 360,000 active; AID 652025, 2013; in the data active means activation above about 50%; inconclusive means mostly about 30% to 49%; further: 0% is about no effect
#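 Using fluorescent plate cytometry, EGFP and DsRed are detected in transgenic mouse T cells stimulated 18 h at 37 degrees C with antibody-coated beads after 60 min compound pretreatment.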
# PLK1 PBD block: qHTS for Inhibitors of PLK1-PDB (polo-like kinase 1 - polo-box domain): Primary Screen | 2.8% of 360,000 active | AID 720504, 2013 | Potency, µM, without a hit: max response, negative = inhibition, usual class: inhibitors | Plk1 PBD binding of FITC phosphopeptide, fluorescence polarization; further: potency means the concentration at half of the fitted maximal effect; series mostly up to about 57 µM; on the % scale 0 is the no-effect control and ±100 the full control effect; nearly all actives have a fitted effect of over 65% in size
# Target sequence (P53350 whole entry, looked up, the tested form may be a part): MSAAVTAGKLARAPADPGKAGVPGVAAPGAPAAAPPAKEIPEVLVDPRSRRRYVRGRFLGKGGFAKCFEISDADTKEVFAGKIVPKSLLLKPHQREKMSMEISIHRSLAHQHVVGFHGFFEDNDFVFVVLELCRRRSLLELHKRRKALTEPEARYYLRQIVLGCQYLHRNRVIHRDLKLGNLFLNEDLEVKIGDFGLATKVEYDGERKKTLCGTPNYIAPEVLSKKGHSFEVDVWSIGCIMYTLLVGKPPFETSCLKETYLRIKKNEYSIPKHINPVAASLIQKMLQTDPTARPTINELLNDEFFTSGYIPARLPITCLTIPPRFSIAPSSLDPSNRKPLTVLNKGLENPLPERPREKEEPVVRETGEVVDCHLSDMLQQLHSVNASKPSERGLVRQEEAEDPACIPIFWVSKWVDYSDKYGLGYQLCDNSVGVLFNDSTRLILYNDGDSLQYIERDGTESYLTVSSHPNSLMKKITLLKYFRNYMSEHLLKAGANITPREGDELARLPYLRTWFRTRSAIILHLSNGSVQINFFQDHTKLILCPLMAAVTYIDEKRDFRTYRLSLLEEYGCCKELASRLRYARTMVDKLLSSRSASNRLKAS
# WRN inhibitor: qHTS for Inhibitors of WRN Helicase; Bifunctional 3'-5' exonuclease/ATP-dependent helicase WRN (Homo sapiens), Q14191; WRN helicase unwinding, fluorescent forked duplex, kinetic; Potency, µM (top dose mostly 114 µM), for the others: at the top dose activity change, negative = inhibition, usual class: inhibitors; 0.46% of 360,000 active; AID 651768, 2012; further: potency means the concentration at half of the fitted maximal effect; on the % scale 0 is the no-effect control and ±100 the full control effect; nearly all actives have a fitted effect of over 55% in size
#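 Kinetic fluorescence helicase assay: unwinding of a quenched forked DNA duplex (100 nM final) with 2 mM ATP final raises red fluorescence (525/598 nm). Compounds sat 15 min at room temperature with 20 nM WRN beforehand.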
# PI5P4Ka inh: qHTS for Inhibitors of phosphatidylinositol 5-phosphate 4-kinase (PI5P4K); 1.2% of 330,000 active; PI5P4Kalpha enzyme, ADP-Glo luminescence, 60 min; active compounds read low; max response, %; active means max response of -50% or lower; inconclusive means between -30% and -50%; inactive means -30% or higher; further: value at the top dose of about 77 µM; on the % scale 0 is the no-effect control and ±100 the full control effect
# Target sequence (P48426 whole entry, looked up): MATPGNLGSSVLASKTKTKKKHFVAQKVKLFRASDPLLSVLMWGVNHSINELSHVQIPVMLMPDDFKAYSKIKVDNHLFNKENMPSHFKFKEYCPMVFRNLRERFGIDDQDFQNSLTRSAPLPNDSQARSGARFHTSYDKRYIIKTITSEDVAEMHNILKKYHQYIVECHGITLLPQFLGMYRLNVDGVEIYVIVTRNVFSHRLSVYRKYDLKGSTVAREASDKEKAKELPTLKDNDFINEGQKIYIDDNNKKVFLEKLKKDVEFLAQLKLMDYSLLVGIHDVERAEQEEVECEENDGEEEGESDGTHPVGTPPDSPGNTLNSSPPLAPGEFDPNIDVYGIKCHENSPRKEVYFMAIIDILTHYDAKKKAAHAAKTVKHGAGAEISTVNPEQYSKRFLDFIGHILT
#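 ADP-Glo luminescence end-point after a 60 min room-temperature kinase reaction. PI5P4Kalpha and substrate in HEPES pH 7.4 buffer with EGTA, 0.1% CHAPS and 5% DMSO; ATP at 5 microM final.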
# FUS suppressor: qHTS for Suppressors of FUS Proteinopathy: Primary screen using FUS-linked yeast assay; S. cerevisiae FUS-expressing, growth rescue, OD600, 24 h; Potency, µM (top dose mostly 76.6 µM), for the others: top-dose growth rescue (activation), most hits filed as activators; 0.24% of 390,000 active;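 further: potency means the concentration at half of the fitted maximal effect; plate controls were DMSO vehicle for no effect and reference control for full effect; nearly all actives have a fitted effect of over 55% in size; some results filed as inactive show a strong effect at the top dose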
#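 Read-out: OD at 600 nm after 24hr at 30C, reporting rescue of FUS-induced yeast toxicity. Cells at OD 0.005 in galactose (2%) minimal medium; compounds tested in a dilution series; CP55940 titration from 92uM final as control.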
# EPAC1 antagonist: qHTS for Antagonist of cAMP-regulated guanine nucleotide exchange factor 3 (EPAC1): primary screen | Rap guanine nucleotide exchange factor 3 (Homo sapiens), O95398 | EPAC1 GEF assay, Rap1b-BODIPY-GDP exchange fluorescence | Potency, µM (highest dose often 115 µM), for the others: at the highest dose activity change, negative = inhibition, usual class: inhibitors | 0.14% of 360,000 active;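 further: potency means the concentration at half of the fitted maximal effect; plate controls were vehicle for no effect and positive control for full effect; nearly all actives have a fitted effect of over 50% in size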
# EPAC1 agonist: qHTS for Agonist of cAMP-regulated guanine nucleotide exchange factor 3 (EPAC1): primary screen | Rap guanine nucleotide exchange factor 3 (Homo sapiens), O95398 | 0.073% of 360,000 active | Potency, µM (doses to about 154 µM), inactives show at the highest dose activation, actives largely listed as activators | EPAC1 agonist qHTS, biochemical assay; response scale: 100% = response to 6.5 mM cAMP; further: potency means the concentration at half of the fitted maximal effect; nearly all actives have a fitted effect of over 60% in size
#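 Fluorescent GDP-exchange assay: 100 nM EPAC1 with 250 nM Rap1B preloaded with BODIPY-GDP and 50 uM GDP; compounds tested as concentration series, 5 min at room temperature, then read every 5 min for 30 min (ex 480/em 540 nm); normalized to 6.5 mM cAMP.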
# Abeta yeast res: qHTS for compounds that reverse cellular toxicity of Amyloid beta (A-beta) peptide in yeast: Primary Screen | 0.063% of 410,000 active | AID 1347071, 2019 | Potency, µM (highest dose often 46.1 µM), for inactives: at the top dose growth rescue, usual class: activators | yeast expressing A-beta42, growth rescue, OD600, 48 h; response scale: 0% DMSO, 100% iron-clioquinol control; further: potency means the concentration at half of the fitted maximal effect; nearly all actives have a fitted effect of over 55% in size
#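 Growth rescue measured by 600 nm absorbance after 48 h yeast culture at 30 C with compound. Values normalized between DMSO and an equimolar ferric chloride plus clioquinol control.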
# * marks the source's active call; other numbers are inactive results; ? = inconclusive; nt = not tested or not shown; [ ] = remark or other dose. Unless noted, the call rests on the fitted dose curve; in most records, active means well fitted curve in the direction sought with a large enough effect; inconclusive means small, poorly fitted or top-dose-only effect, or another doubt; inactive means no such curve, though single readings can be large; an effect the other way counts as inactive or inconclusive.
SMILES,IL2 activator,PLK1 PBD block,WRN inhibitor,PI5P4Ka inh,FUS suppressor,EPAC1 antagonist,EPAC1 agonist,Abeta yeast res
CCCCNC(=O)C1(C)CCN1C(=O)c1ccncc1 (stereo not drawn),0.4,-7%,8%,1,-19%,-7%,-8%,7%
N#Cc1nc(-c2ccco2)oc1NCc1ccccc1Cl,-0.2,0%,-20%,1,1%,-14%,-6%,-24%
C/C(=N/NC(=O)c1ccc(C)nc1)c1ccc2c(c1)CCCC2,-4.2,-2%,-13%[57.1 µM],0,-3%,-17%,3%,-19%
CCOc1ccc2nc(NC(=O)CSc3ccccc3)sc2c1,-0.4,-22%,6%,-13,-7%,3%,25%,16%
COc1ccc(N2C(=O)[C@H]3[C@@H](C2=O)C2c4ccccc4C=NN2[C@H]3C(=O)C(C)(C)C)cc1 (stereo partly drawn),-0.1,-8%,-2%,-3,-1%,-28%,8%,15%
CCOC(=O)C1C(=O)NC(N2CCN(CC)CC2)=NC1c1ccccc1 (stereo not drawn),-0.5,-11%,3%,0,1%,1%,5%,8%
CCOC(=O)C1=C(C)NC(=O)NC1c1c(OC)ccc2ccccc12 (stereo not drawn),-2.2,-4%,10%,-12,-29%,4%,0%,-8%
S=C1NC[C@H](Cc2ccccc2)N1CCCCC1CCCCC1,-0.2,-6%,-6%,23,19%,-18%,-4%,22%
Cc1cc(C(F)F)n2ncc(C(=O)NC3CCCCCC3)c2n1,-0.2,2%,9%,-1,-21%,6%,-7%,-10%
COc1cc(SC)ccc1C(=O)Nc1ccc(C)cc1,-4.7,-5%,3%,-2,-13%,-2%,-1%,-31%[inhibitor]
CN(C)/C=C/C(=O)c1ccc(-n2cccc2)cc1,-0.3,-4%,-8%,-28,13%,-16%,17%,-91%[inhibitor]
O=S(=O)(/N=C(\c1ccc(F)cc1)N1CCOCC1)c1ccccc1,-0.3,0%,-1%,-3,-8%,12%,3%,-3%
CCc1nnc(NS(=O)(=O)c2ccc(N/C=C\C(=O)c3ccc4ccccc4c3)cc2)s1,-0.6,24µM*,50µM*,?,nt,50µM*,3%,-33%[inhibitor]
COc1ccc(NC2CCCN(C(=O)CCc3cn[nH]c3)C2)cc1 (stereo not drawn),-1.3,3%,-10%,-1,13%,3%,1%,-2%
Cc1ccccc1C(=O)N1CCc2cc(-c3nc(NC(=O)Cc4ccc5c(c4)OCO5)sc3C)ccc21,-4.2,-18%,0%,-2,?,-2%,10%,-19%
COc1ccc(CCn2c(O)cc3nn(-c4nc5ccccc5s4)c(=O)c-3c2C)cc1,4.6,-25%,?,-81*,60%,50µM*,-12%,-9%
COc1cc(S(=O)(=O)NC2CCCCC2)ccc1Cl,-1.7,-1%,-16%,10,-7%,-21%,-4%,-4%[9.22 µM]
CC(C)C(=O)Nc1ccc(NC(=O)CCc2ccccc2)cn1,-2.7,-8%,-5%,0,11%,-27%,14%,15%
CCN1C(=O)c2ccccc2S(=O)(=O)c2ccc(C(=O)NCc3cccnc3)cc21,-1.2,-2%,2%,-1,-22%,-19%,-3%,-3%
CCCCCCn1c(=O)n2n(c1=O)C[C@]1(OC(=O)NC3CCCC3)CN(S(=O)(=O)c3ccc(C)cc3)C[C@]1(O)C2,-3.3,5%,-10%,3,29%,?,-18%,11%
CCOC(=O)c1ccc(NC(=O)CCNC(=O)c2ccc([N+](=O)[O-])cc2)cc1,3.5,-3%,-20%,-2,nt,-2%,4%,6%
O=C(Cn1[nH]c(=O)c2ccccc2c1=O)Nc1cccnc1,-1.3,-1%,1%,2,7%,-4%,3%,-17%
O=C(CSc1nc(O)c(Cc2ccccc2)c(=O)[nH]1)Nc1nc2c(s1)CCCC2,1.0,-23%,-8%,?,?,-16%,-2%,8%
CCc1ccccc1NC(=O)Cn1ccn(-c2ccc(OC)cc2)c(=O)c1=O,-4.5,-14%,1%,-3,0%,-22%,-2%,8%
CC(C)(C)c1ccc(C(=O)NCC(=O)NCc2ccccn2)cc1,0.6,-4%,-1%,5,-16%,17%,5%,9%

# Four of the compounds above, as labelled records.
structure: COc1ccc(NC2CCCN(C(=O)CCc3cn[nH]c3)C2)cc1 (stereo not drawn)
  IL2 activator = -1.3	PLK1 PBD block = 3%	WRN inhibitor = -10%	PI5P4Ka inh = -1	FUS suppressor = 13%	EPAC1 antagonist = 3%	EPAC1 agonist = 1%	Abeta yeast res = -2%
structure: Cc1ccccc1C(=O)N1CCc2cc(-c3nc(NC(=O)Cc4ccc5c(c4)OCO5)sc3C)ccc21
  IL2 activator = -4.2	PLK1 PBD block = -18%	WRN inhibitor = 0%	PI5P4Ka inh = -2	FUS suppressor = ?	EPAC1 antagonist = -2%	EPAC1 agonist = 10%	Abeta yeast res = -19%
structure: COc1ccc(CCn2c(O)cc3nn(-c4nc5ccccc5s4)c(=O)c-3c2C)cc1
  IL2 activator = 4.6	PLK1 PBD block = -25%	WRN inhibitor = ?	PI5P4Ka inh = -81*	FUS suppressor = 60%	EPAC1 antagonist = 50µM*	EPAC1 agonist = -12%	Abeta yeast res = -9%
structure: COc1cc(S(=O)(=O)NC2CCCCC2)ccc1Cl
  IL2 activator = -1.7	PLK1 PBD block = -1%	WRN inhibitor = -16%	PI5P4Ka inh = 10	FUS suppressor = -7%	EPAC1 antagonist = -21%	EPAC1 agonist = -4%	Abeta yeast res = -4%[9.22 µM]

# Some of the entries so far, as tab-separated lines:
molecule	IL2 activator	PLK1 PBD block	WRN inhibitor	PI5P4Ka inh	FUS suppressor	EPAC1 antagonist	EPAC1 agonist	Abeta yeast res
CCN1C(=O)c2ccccc2S(=O)(=O)c2ccc(C(=O)NCc3cccnc3)cc21	-1.2	-2%	2%	-1	-22%	-19%	-3%	-3%
CCCCCCn1c(=O)n2n(c1=O)C[C@]1(OC(=O)NC3CCCC3)CN(S(=O)(=O)c3ccc(C)cc3)C[C@]1(O)C2	-3.3	5%	-10%	3	29%	?	-18%	11%

# Going on with the list.
SMILES,IL2 activator,PLK1 PBD block,WRN inhibitor,PI5P4Ka inh,FUS suppressor,EPAC1 antagonist,EPAC1 agonist,Abeta yeast res
Cn1c(=O)cc(OCC(=O)Nc2ccccn2)c2ccccc21,-1.0,-9%,-1%,0,17%,-3%,12%,14%
CC(C)Oc1ccc(CCc2n[nH]c(=S)n2-c2ccccc2)cc1,-1.5,9%,0%,-4,19%,5%,-3%,?
CCOC(=O)N1CCc2c(sc3c2c(=O)n(Cc2ccccc2)c(=O)n3CC(=O)NCCOC)C1,1.6,0%,3%,7,15%,-3%,-1%,-10%
S=C(NCc1ccncc1)Nc1ccc(Br)cc1,0.2,-17%,-25%,9,22%,5%,1%,5%
C/C(=N\NC(=O)CCn1nc(C)cc1C)C(C)(C)C,-2.4,-10%,0%,5,13%,-1%,4%,8%
Cc1ccc(Nc2ccc(N3CCN(c4ccc([N+](=O)[O-])cc4)CC3)nn2)cc1,-0.1,-4%,-2%,8,-25%,7%,8%,-2%
COc1cc(SC)ccc1C(=O)N1CCCCCC1,-0.7,-9%,-1%,0,9%,-2%,2%,-17%
CCOC(=O)c1sc(N(Cc2ccccc2)C(=O)CSc2nnc(C3CC3)n2N)nc1C,-1.4,-9%,4%,3,19%,-18%,4%,-2%
CCSc1ncc(C)cc1[N+](=O)[O-],0.3,-16%,-20%,7,-2%,-28%,4%,-4%
CC(C)(C)OC(=O)NCc1ccc(NC(=O)c2nc[nH]c2C(=O)Nc2cc(Br)ccc2F)cc1,-1.0,-7%,-7%,0,-16%,0%,12%,5%
CCN1CCCC1CNC(=O)c1cn(C)c2ccc(S(=O)(=O)N3CCCCCC3)cc2c1=O (stereo not drawn),-0.3,-2%,3%,-6,10%,11%,9%,1%
CCN(CC)c1ccc(/C=N/OCC(=O)N2CCCc3ccccc32)cc1,-4.2,-7%,-3%,0,5%,-27%,10%,33%
Cc1nnc(SCc2ccccc2Cl)n1CC1CCCO1 (stereo not drawn),3.3,-8%,3%,0,-1%,5%,-4%,0%
COC(=O)c1cc2c(n1S(=O)(=O)c1ccc(C)cc1)C(=O)C(=O)c1[nH]cc(C(=O)OCc3ccccc3)c1-2,-5.6,-6%,-2%,-9,nt,-7%,-10%,-13%
CCC(CC)C(=O)Nc1cccc(-c2ccc3nncn3n2)c1,0.4,-3%,-3%,-1,8%,-16%,15%,nt
Cc1ccc(S(=O)(=O)N2CCCCC2)cc1NC(=O)COC(=O)c1ccccc1F,-2.2,2%,-7%,0,30%,-2%,-3%,14%
O=c1c2ccccc2sn1-c1cccc(Cl)c1,-2.1,3µM*,0%,-101*,-24%,8%,8%,-83%[inhibitor]
COc1ccc(-c2noc(CCCOc3ccccc3)n2)cc1OC,-0.5,-3%,-11%,-1,34%,-7%,11%,-15%
CCCOc1ccccc1NC(=O)/C=C/C(N)=O,-2.8,-15%,9%,nt,6%,11%,3%,12%
COc1ccc2cc3cc(C(=O)N4CCN(C5CCCCC5)CC4)oc3nc2c1,-2.3,-9%,-19%,3,-2%,12%,-9%,1%
O=C(Nc1nc2ccccc2s1)c1ccccc1,0.5,-13%,0%,3,3%,-19%,0%,-30%
O=C(Nc1nnc(-c2ccccc2F)s1)C1CCCO1 (stereo not drawn),0.2,0%,-24%[57.1 µM],?,-4%,0%,4%,17%
Cc1nc2ccccc2n1Cc1n[nH]c(=S)n1-c1ccc(Cl)cc1,-2.7,-16%,-4%,-4,9%,-7%,-6%,-3%
CCN(CC)S(=O)(=O)c1ccc(N2CCOCC2)c(NC(=O)c2ccco2)c1,0.0,-3%,-6%,-2,16%,-1%,-5%,11%
COCCCNC(=O)c1cccc(NC(=O)c2ccccc2)c1,1.2,-2%,-2%,0,nt,?,-6%,7%
COc1ccc(CNC(=O)C2CCN(S(=O)(=O)c3ccc4c(c3)NC(=O)CO4)CC2)cc1,-1.9,-19%,-1%,4,9%,-29%,9%,9%
CCCN(CC(=O)Nc1ccccc1C)C(=O)c1ccc(S(=O)(=O)N2CCCCC2)cc1,-0.2,-4%,-16%,2,?,1%,-1%,-14%
